High-throughput results from PubChem.
Myeloid diff MLP – compounds promoting myeloid differentiation; actives 1% (n = 360,000); AID 624256; ER-HoxA9 myeloid progenitors, lysozyme-GFP differentiation, flow cytometry; calls only at 10 µM;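 active means normalized GFP-positive differentiation at or above the plate's own cutoff, the solvent-only control mean plus 3 SD; inconclusive means no clear call, values can overlap the other calls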;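 further: cells exposed to compound for four days before flow analysis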
Myeloid diff MLP GFP+ MAC1+ % – second read-out of Myeloid diff MLP, no call of its own (marks repeat the call); GFP+ MAC1+ double positive, %; measured here: differentiation confirmed by MAC1 staining
Active calls of the source: *; i = inactive; ? = inconclusive; · = not tested or not shown; + = active, no number.

Structure | Myeloid diff MLP | Myeloid diff MLP GFP+ MAC1+ %
O=C(NCCC1CCCCN1S(=O)(=O)c1ccccc1)C(=O)NCc1ccc(F)cc1 (stereo not given) | i | 0.2
Cc1ccc(NC(=O)COc2coc(CN3CCN(Cc4ccccc4)CC3)cc2=O)cc1 | i | 1.6
CC(C)c1ccc(S(=O)(=O)Nc2ccc3c(c2)OCO3)cc1 | i | 1.1
Cc1sc(NC(=O)C2CC(=O)N(Cc3ccco3)C2)nc1-c1ccccc1 (stereo not given) | i | 1.4
CN(CC(=O)Nc1cccc(F)c1)C(=O)c1ccccc1-n1cnnn1 | i | 0.3
O=C(NCCC(=O)N1CCN(S(=O)(=O)c2ccccc2)CC1)c1ccc(Br)cc1 | i | 0.5
CN(C)c1ccc(C(=O)Nc2cccc(S(=O)(=O)NC3=NCCCCC3)c2)cc1 | i | 0.6
O=C(OCC12CC3CC(CC(C3)C1)C2)c1ccc(NCc2cc(O)ccc2O)cc1 | ? | ·
COc1ccc(S(=O)(=O)N2CCC[C@@H]2C(=O)N2CCC[C@H]2C(=O)NCc2ccncc2)cc1C | i | 0.3
COC(=O)c1ccc2nc(-c3ccccc3)c(Cc3ccccc3OC)n2c1 | i | 1.0
COc1ccc([C@H]2CC(=O)C=C(c3ccc(OC)cc3OC)C2)cc1 | ? | ·
CC(C)=CCC/C(C)=C/CNC(=O)C[C@H]1C[C@H](C(=O)N2CCOCC2)[C@@]2(C)c3[nH]c4cc(-c5ccco5)ccc4c3CCN2C1=O | i | 0.5
Cc1ccc(N2C(=O)N(CC(=O)Nc3cc(Cl)ccc3C)C(=O)C2C)cc1 (stereo not given) | i | 0.1
Cc1nnc(SCC(=O)NC2CCCC(C)C2C)n1N (stereo not given) | i | 0.5
CCN(C(=O)CSc1nccc(=O)[nH]1)C1CCCCC1 | i | 1.1
CC(C)NC(=O)N(C)C[C@H]1OCCCC[C@H](C)Oc2ccc(NC(=O)NC3CCCCC3)cc2C(=O)N([C@H](C)CO)C[C@@H]1C | i | 0.6
COc1ccc2c(-c3ccc(S(N)(=O)=O)cc3)c(-c3ccc(S(C)(=O)=O)cc3)sc2c1 | i | 1.9
O=c1ccc(-c2ccccc2)nn1Cc1ccc(Cl)cc1 | i | 0.4
Cc1ccc(S(=O)(=O)N(C)C)cc1NC(=O)COC(=O)/C=C/c1ccc2ccccc2n1 | i | 1.3
CCOCC(=O)Nc1ccc(S(=O)(=O)N2CCC(c3nc4ccccc4[nH]3)CC2)cc1 | i | 0.5
CC(=NNC(N)=O)C1=C(O)C(C(C)C)NC1=O (stereo not given) | i | 1.5
CN(CC(=O)NC(=O)NC1CCCCC1)Cc1ccccc1 | i | 0.5
CCN(CC(=O)Nc1c(F)cccc1F)C(=O)c1c(-c2ccccc2Cl)noc1C | i | 0.5
Cc1cc(C(=O)OCC(=O)NCc2ccccc2)c2ccccc2n1 | i | 0.8
CSCCC(NC(=O)c1ccccc1Cl)C(=O)NCC1COc2ccccc2O1 (stereo not given) | i | 0.4
COc1ccc(NC(=S)N2CCC(C(=O)c3ccc(F)cc3)CC2)cc1 | i | 0.0
CNS(=O)(=O)c1ccc(CCC(=O)N2CCOCC2)cc1 | i | 0.6
O=C(Nc1cccc(S(=O)(=O)N2CCCC2)c1)[C@H]1C[C@H](O)[C@@H](CO)O1 | i | 1.2
CC(=O)c1ccccc1OCC(=O)Nc1cccc(S(=O)(=O)N2CCCC2)c1 | i | 0.2
Cc1sc(NC(=O)C2=COCCO2)c(C#N)c1C | i | 1.3
Cc1ccc(S(=O)(=O)N2C[C@@]3(O)Cn4c(=O)ccc(=O)n4C[C@@]3(OC(=O)NCc3ccccc3F)C2)cc1 | i | 0.8
CCN(C(=O)COC(=O)c1ccc(-n2c(C)ccc2C)cc1)c1c(N)n(Cc2ccccc2)c(=O)[nH]c1=O | i | 1.5
CCCCn1c(N)c(N(CC(C)C)C(=O)C2CCN(S(=O)(=O)c3ccc(Cl)cc3)CC2)c(=O)[nH]c1=O | i | 1.1
O=C(c1ccc(-c2ccccc2Cl)s1)N1CCOCC1 | i | 0.4
COc1ccc(N2CCN(CC(=O)Nc3ccccc3C(=O)NC(C)c3ccccc3)CC2)cc1 (stereo not given) | + | 3.3*
COc1cc2c(cc1OC)[C@@H](NC(=O)c1ccc(C(F)(F)F)cc1)[C@H](OCc1ccccc1)C2 | i | 0.6
O=C1Nc2ccccc2N=C(c2ccc3c(c2)OCO3)C1N(C(=O)c1ccnc2ccccc12)c1ccccc1 (stereo not given) | i | 0.9
CCOc1ccc(-c2cc(C(=O)NCCOC)[nH]n2)c(C)c1 | i | 1.1
COc1ccc(-c2cc3nc(-c4ccccc4)cc(N4CCN(C(=O)c5ccsc5)CC4)n3n2)cc1 | i | 1.1
COc1ccccc1C(=O)N/N=C(\C)c1cccnc1 | i | 0.5

Quoted at random: six entries already listed.
Structure | Myeloid diff MLP | Myeloid diff MLP GFP+ MAC1+ %
CC(=O)c1ccccc1OCC(=O)Nc1cccc(S(=O)(=O)N2CCCC2)c1 | i | 0.2
CCOc1ccc(-c2cc(C(=O)NCCOC)[nH]n2)c(C)c1 | i | 1.1
COc1ccc(N2CCN(CC(=O)Nc3ccccc3C(=O)NC(C)c3ccccc3)CC2)cc1 (stereo not given) | + | 3.3*
COc1ccc(NC(=S)N2CCC(C(=O)c3ccc(F)cc3)CC2)cc1 | i | 0.0
Cc1cc(C(=O)OCC(=O)NCc2ccccc2)c2ccccc2n1 | i | 0.8
CNS(=O)(=O)c1ccc(CCC(=O)N2CCOCC2)cc1 | i | 0.6

Later entries.
Structure | Myeloid diff MLP | Myeloid diff MLP GFP+ MAC1+ %
CC(C)C1C(=O)N(Cc2cn(CCC3OCCO3)nn2)CCS(=O)(=O)N1Cc1ccc(-c2cccc(N(C)C)c2)cc1 (stereo not given) | i | 0.5
Cc1ccccc1OCCC(=O)OCC(=O)NCCc1ccccc1 | i | 1.1
CN(C)c1ncnc2c1ncn2[C@H]1CN(Cc2ccccc2)C[C@@H](CO)O1 | i | 0.6
Cc1cnc(C(=O)OC(C(=O)c2ccccc2)c2ccccc2)cn1 (stereo not given) | i | 0.5
O=C(Nc1ccccc1)c1cc(C2COCCN2C(=O)c2cccs2)on1 (stereo not given) | i | 0.9
O=C(c1cc(C2CC2)nn1-c1ccccc1)N1CCN(S(=O)(=O)c2cccc(F)c2)CC1 | i | 0.9
C[C@@H](NC(=O)[C@@H]1CCCN1C(=O)[C@@H]1CCCN1C(=O)c1ccc(Cl)cc1)c1ccccc1 | i | 0.9
CC(C)c1ccc(CC(=O)N2CCC2(C)C(=O)NS(=O)(=O)c2ccc(F)cc2F)cc1 (stereo not given) | i | 1.0
c1ccc(Cn2cc(-c3cccnc3)cn2)cc1 | i | 2.2
COc1cccc(N2[C@@H](CC(=O)O)c3ccc(/C=C/C(=O)O)cc3S2(=O)=O)c1 | i | 1.7
COC(=O)[C@]12CCCCC=C1N(CCc1ccc(OC)c(OC)c1)C(=O)[C@H](CC(=O)NCCCCc1ccccc1)C2 | i | 3.7
CC(Cc1ccccc1)NC(=O)CCNNC(=O)c1ccncc1 (stereo not given) | i | 0.2
CC1(C(=O)O)CCCN(C(=O)c2ccc(F)cc2Cl)C1 (stereo not given) | i | 1.1
CC1(c2ccc3ccccc3c2)NC(=O)N(CC(=O)N2CCCC(C(F)(F)F)C2)C1=O (stereo not given) | i | 0.4
Cc1cc(SCC(=O)NC2CC2)nc2ccccc12 | i | 1.0
[O-]/[N+](=C/c1ccccc1)c1ccccc1 | i | 2.8
CC(C)C1Cc2[nH]c(=S)[nH]c(=O)c2C(c2ccc(Cl)cc2)O1 (stereo not given) | i | 1.3
Cn1nnc(NC(=S)NC(=O)c2ccc3ccccc3c2)n1 | i | 1.0
C=CC[C@@H](Cc1ccc(F)cc1)C(=O)OC[C@@H]1CCCN1C(=O)[C@@H](CC=C)CC(=O)N[C@H](CO)Cc1ccccc1 | i | 2.0
Cc1cccc(C(=O)O[C@@H]2[C@H](Cc3ccccc3)NS(=O)(=O)[C@H]3C[C@@H]4C=C[C@]23O4)c1 | i | 0.8
O=C(COc1ccc(Br)cc1CO)Nc1ccc(S(=O)(=O)N2CCCC2)cc1 | i | 0.4
O=S1(=O)CCN(CCCc2ccccc2)CC1 | i | 1.1
Cn1c(=O)ccc2ccccc21 | i | 1.7
O=C(NCc1nc2ccccc2[nH]1)C1=C[C@H](c2ccc(C(F)(F)F)cc2)C[C@H](OCCCCO)O1 | i | 1.9
Cc1ccc([C@H]2C[C@H](n3cc(COC(=O)c4ccccc4)nn3)[C@@H](O)CN2C(=O)c2cccs2)cc1 | i | 0.5
Cc1ccnc(NC(=O)COc2ccc3c(c2)CCC3)c1 | i | 1.0
Cc1noc(C)c1COC(=O)c1csc2c1CCCC2 | i | 0.7
O=C(CN1C(=O)NC(Cc2c[nH]c3ccccc23)C1=O)Nc1ccc(Br)cc1F (stereo not given) | i | 0.6
Cc1ccc(C(=O)CCC(=O)Nc2ncccc2C)cc1 | i | 0.5
OC[C@@H]1CN(Cc2ccncc2)C[C@H](n2cnc3c(NCc4ccncc4)ncnc32)O1 | i | 0.8
O=C(COC(=O)c1ccc(F)c(S(=O)(=O)N2CCOCC2)c1)NCc1ccccc1 | i | 1.1
COCCNC(=O)C1(C)CCCN(C(=O)c2cccc3ccccc23)C1 (stereo not given) | i | 1.7
CCOc1cccc(-c2cc(N3CCN(CCO)CC3)n3nccc3n2)c1 | i | 1.4
CCc1cccc(NC(=O)CSCc2nc3sc(C)c(C)c3c(=O)[nH]2)c1 | i | 0.9
O=C(C[C@H]1CC[C@@H]2[C@H](COC[C@H](O)CN2Cc2cccc(C(F)(F)F)c2)O1)NCCc1ccccc1 | i | 1.7
CC(C)N(Cc1ccccc1)C(=O)COC(=O)c1ccccc1SCC(=O)N1CCCC1 | i | 0.8
O=C(Cn1cnc2ccccc21)Nc1ccc2c(c1)OCCCO2 | i | 1.1
CCN1CCN(S(=O)(=O)c2ccc(Cl)c(C(=O)N(C)Cc3ccco3)c2)CC1 | i | 0.9
CSCCC(NC(=O)c1ccccc1Br)C(=O)NNC(=O)c1ccco1 (stereo not given) | i | 0.8
CC(C)C[C@H]1C(=O)N2CCC[C@H]2[C@]2(O)O[C@](NC(=O)C3C=C4c5cccc6[nH]c(Br)c(c56)C[C@H]4N(C)C3)(C(C)C)C(=O)N12 (stereo not given in full) | i | 4.3
CN(C)c1ccc(CNC(=O)/C=C/[C@H]2O[C@@H](n3cnc4c(NC(=O)c5ccccc5)ncnc43)[C@H](O)[C@@H]2O)cc1 | i | 0.8
O=C(OCc1nc2ccsc2c(=O)[nH]1)c1ccc(Cl)nc1 | i | 1.2
Fc1ccc2cnc(-c3ccccc3F)cc2c1 | i | 1.2
C=C(C1=CCN(S(=O)(=O)C(C)(C)C)[C@H]1CCO)c1ccccc1 | i | 0.3
CN(C)c1nc(=NCc2cccs2)ss1 | i | 1.0
O=C(OCc1nnc(-c2ccccc2)o1)c1cccc(-n2cnnn2)c1 | i | 0.8
CCOc1ccc(NC(=O)CN(C)C(=O)C2CC(=O)N(Cc3ccco3)C2)cc1OCC (stereo not given) | i | 1.1
CC1=C(CC(=O)O)c2cc(F)ccc2C1=Cc1ccc(S(C)(=O)=O)cc1 | i | 1.4
COc1ccc(CC(=O)Nc2cccc(S(=O)(=O)N3CCCCC3)c2)cc1 | i | 0.9
c1ccc(C(Nc2cccnc2)c2ccccc2)cc1 | i | 0.7
CCN(CC(=O)Nc1ccc(NC(C)=O)cc1)C(=O)c1cccc2ccccc12 | i | 0.8
C/C=C/C1=CC(=O)C[C@H](c2ccc(Cl)cc2)C1 | i | 1.1
COc1cccc(CNC(=O)CSCC(=O)Nc2cc(C)on2)c1 | i | 1.0
Nc1c(Cl)cc(C(=O)NC2CC2)cc1Cl | i | 0.9
CC(=O)Nc1ccc(NC(=O)COC(=O)COc2ccc3ccccc3c2)cc1 | i | 1.5
NS(=O)(=O)c1ccc(CCNC(=O)CNC(=O)c2ccc(Br)o2)cc1 | i | 0.3
CCc1ccc(N2CC(C(=O)Nc3cccc(C(=O)NC4CC4)c3)CC2=O)cc1 (stereo not given) | i | 0.9
CC(OC(=O)CSc1ccc([N+](=O)[O-])cc1)C(=O)NCc1ccccc1 (stereo not given) | i | 0.8
COCCNC(=O)C(OC(=O)c1ccco1)c1ccc(OC)cc1 (stereo not given) | i | 1.5
Cc1cccc(C)c1N1C(=O)c2ccccc2NC(=O)C1C(=O)NCc1ccco1 (stereo not given) | i | 1.6

(continued)
Structure | Myeloid diff MLP | Myeloid diff MLP GFP+ MAC1+ %
C=CCn1c(SCC(=O)N2CCC(C)CC2)nc2c([nH]c3ccccc32)c1=O | i | 0.3
O=S1(=O)CC(N2CCN(CCO)CC2)CN1Cc1cn(Cc2ccccc2)nn1 (stereo not given) | i | 0.9
O=Cc1ccc(C(=O)OCC(=O)NCCC2=CCCCC2)cc1 | i | 1.2
COc1cc2ccccc2cc1C(=O)OCC(=O)N(CC(C)C)c1c(N)n(Cc2ccccc2)c(=O)[nH]c1=O | i | 0.7
COC(=O)C1=C[C@@H](C(=O)OC)[C@@H]2C3=C(C(=O)C2(C)C)[C@H](C)n2c(=O)n(-c4ccccc4)c(=O)n2[C@@H]3C1 | i | 2.5
CC1(C(=O)NS(=O)(=O)Cc2ccccc2)CCN1C(=O)Cc1ccc(-c2ccccc2)cc1 (stereo not given) | i | 1.0
CC1(C)Cc2cccc(OCC(=O)OCC(=O)Nc3ccc(S(N)(=O)=O)cc3)c2O1 | i | 0.6
Cc1ccc(C)c(-c2nnc(NC(=O)c3ccco3)o2)c1 | i | 1.1
CC1CCN(C(=O)c2ccc3c(c2)C(=O)c2ccccc2-3)CC1 | i | 1.3
CCOc1ccc(S(=O)(=O)N2CCN(CN3C(=O)CC4(CCCC4)C3=O)CC2)cc1 | i | 0.3

Only part of the results is shown. The share of hits here may be higher or lower than overall.
